Screening data: PubChem BioAssay, several laboratories
Vif imaging: blocks HIV Vif function; HEK293T cells, Vif self-association by quenched fluorescence, imaging, 24 h; inhibition, % at 7.49 µM; hit rate 0.35% among 340,000; AID 602346; in the data active = inhibition above about 50%, passing the limit was not always enough; inconclusive = no clear call, values can overlap the other calls; inactive = below about 31%; also: some results filed as inactive read as strong as hits
CaV13 FRET inh: Primary screen for inhibitors of IQ motif and Ca2+-dependent inactivation inhibitor domain binding in CACNA1D, Förster resonance energy transfer in living cells, …; AID 743397; hit rate 0.098% among 340,000; HEK cells, CFP/YFP FRET ICDI-IQ, plate reader, 10 min; percent FRET-ratio fall versus neutral wells; inhibition, % at 12.3 µM;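 active = mean replicate inhibition of at least 30% and at least 1% of replicates passing that level; inconclusive = only one of the two criteria is met; inactive = neither criterion is met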;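 also: 0% = median of the neutral control wells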
PDI turbidity: PDI (human) enzyme inhibition. hit rate 0.052% among 350,000. PDI insulin aggregation turbidity, A650, 90 min. inhibition, % at 10 µM. P07237;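 active = mean inhibition across replicates of 30% or more, whatever share of single replicates reach that level; inconclusive = mean inhibition below 30% while every single replicate reaches 30%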;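 also: absorbance from insulin aggregation driven by PDI reduction with DTT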
Target sequence (P07237 whole entry, looked up): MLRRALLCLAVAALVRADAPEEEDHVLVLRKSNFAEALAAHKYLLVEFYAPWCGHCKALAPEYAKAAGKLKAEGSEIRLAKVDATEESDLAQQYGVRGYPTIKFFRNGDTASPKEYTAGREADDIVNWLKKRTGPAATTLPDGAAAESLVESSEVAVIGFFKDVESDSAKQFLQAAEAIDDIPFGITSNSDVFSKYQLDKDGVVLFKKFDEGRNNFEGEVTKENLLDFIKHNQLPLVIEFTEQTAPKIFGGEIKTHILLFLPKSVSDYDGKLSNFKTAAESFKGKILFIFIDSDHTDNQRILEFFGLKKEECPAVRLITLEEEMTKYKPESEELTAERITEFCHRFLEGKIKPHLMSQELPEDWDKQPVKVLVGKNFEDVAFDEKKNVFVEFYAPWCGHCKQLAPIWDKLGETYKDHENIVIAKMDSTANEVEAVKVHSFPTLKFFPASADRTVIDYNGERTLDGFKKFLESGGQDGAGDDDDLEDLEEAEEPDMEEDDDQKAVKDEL
iPSC survival up: increases survival of single human iPS cells. hiPSC single-cell survival, ATPlite luminescence; 100% = ROCK inhibitor wells, 0% = DMSO. hit rate 0.044% among 360,000. AID 602274. survival enhancement, % at 20 µM; in the data active = survival enhancement above about 18%;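 also: cells exposed to compounds for 16 hours before the ATP read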
Granule exo inh: blocks lytic granule exocytosis. TALL-104 LAMP-1 surface exposure, flow cytometry; cells stimulated with thapsigargin and PMA. inhibition, % at 10 µM. hit rate 0.66% among 360,000;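 active = inhibition above about 55%, limit read from the data; inconclusive = no clear call, values can overlap the other calls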
ABCB6 inh 2: blocks the human ABCB6 transporter | K562-ABCB6 porphyrin accumulation, flow cytometry, 1 h; hits give low values | fluorescence ratio to DMSO, % at 10 µM | AID 602162 | hit rate 0.19% among 360,000;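 active = fluorescence ratio to DMSO below 75%, the collection mean minus 3 SD; inconclusive = too few cells collected in the well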;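 also: signal is porphyrin accumulated inside mitochondria; 100% equals median channel fluorescence of DMSO control wells; lower ratio means ABCB6 inhibition with less porphyrin fluorescence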
aDG glyco up: alpha-DG glycosylation activation | Pro5-aDG cells, alpha-DG glycosylation AlphaScreen (IIH6); 0% Pro5, 100% B10-LARGE cell signal | activation, % at 10 µM | hit rate 0.22% among 360,000 | AID 624168;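 active = activation of at least 8% versus controls, or a plate z-score of at least 8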;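 also: Pro5 are CHO cells carrying HIG-tagged alpha-DG that lacks glycosylation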
H9c2 protect: myocardial damage modulation in H9c2 cells; H9c2 cardiomyocytes, H2O2 injury protection, ATPLite, 2 h; protection from H2O2 cell death, % at 20 µM; hit rate 0.63% among 360,000;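 active = compounds giving at least 50% protection of heart cells from peroxide-induced death in the single-dose screen, raw or plate-pattern-corrected value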;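 also: 0% = DMSO wells with peroxide and 100% = DMSO wells without peroxide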
N-glyco inh: N-linked glycosylation inhibition | D54 ERlucT glycosylation luciferase reporter, 24 h; percent of 100 nM tunicamycin response | reporter increase, % at 12.5 µM | hit rate 0.23% among 360,000 | AID 588692;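 active = mean luciferase reporter signal, scaled so untreated is 0 and the glycosylation-blocking control 100, at or above a set limit in every replicate; inconclusive = mean reaches the limit but not every replicate does; inactive = mean below the limit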;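 also: luciferase carries N-glycosylation sites so blocking glycosylation raises the light; 0% = median of neutral control wells and 100% = median of 100 nM tunicamycin wells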
m5-HT2A agonist: activates the mouse 5-HT2A serotonin receptor | hit rate 0.66% among 360,000 | CHO-K1 mHTR2A beta-arrestin complementation, luminescence; percent of 30 µM serotonin response | AID 624169 | activation, % at 7.6 µM | P35363;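 active = activation above a run cutoff, the mean activation of all tested compounds plus 3 SD, cut at about 14% in these data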;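 also: 0% = plate median of compound wells and 100% = 30 µM serotonin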
Target sequence (P35363 whole entry, looked up): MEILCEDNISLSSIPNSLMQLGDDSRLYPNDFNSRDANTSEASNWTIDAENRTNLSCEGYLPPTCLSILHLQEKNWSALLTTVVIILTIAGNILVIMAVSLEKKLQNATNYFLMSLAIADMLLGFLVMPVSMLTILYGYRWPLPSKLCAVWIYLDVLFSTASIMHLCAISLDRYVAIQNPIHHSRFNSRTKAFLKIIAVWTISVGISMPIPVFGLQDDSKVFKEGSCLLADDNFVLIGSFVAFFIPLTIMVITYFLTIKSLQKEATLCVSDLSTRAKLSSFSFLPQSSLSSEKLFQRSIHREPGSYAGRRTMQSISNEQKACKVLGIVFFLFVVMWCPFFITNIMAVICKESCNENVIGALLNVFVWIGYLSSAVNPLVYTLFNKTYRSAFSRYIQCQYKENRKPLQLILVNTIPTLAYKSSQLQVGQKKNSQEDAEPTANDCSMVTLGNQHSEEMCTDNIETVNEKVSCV
Starred values were filed as active, the others as inactive; ? = inconclusive; / = no result given. Compounds as they come; any-hit rate near 3.1%.

SMILES | Vif imaging | CaV13 FRET inh | PDI turbidity | iPSC survival up | Granule exo inh | ABCB6 inh 2 | aDG glyco up | H9c2 protect | N-glyco inh | m5-HT2A agonist
NC(=O)C1CCCc2c1n(Cc1ccccc1)c1ccccc21 (configuration not stated) | -7 | -19 | -92 | -0.5 | -18 | 94 | 0.1 | -5 | -1 | 0
Cc1cccc(Nc2nc(N)nc(CN3CCC(C)CC3)n2)c1C | -2 | -8 | 5 | -1.2 | 1 | 96 | -0.2 | 6 | 2 | 0
C=CCNc1ccc(N2C(=O)CCCC2=O)cc1[N+](=O)[O-] | 0 | -19 | -2 | -0.7 | -3 | 100 | 0.2 | -1 | 1 | 1
COc1cc(/C=N/NC(=O)CSc2ccccn2)ccc1O | 0 | 3 | -1 | 0.1 | -8 | 96 | 0.0 | -6 | 3 | -3
O=C(NCC(c1cccs1)N1CCOCC1)C1CCN(S(=O)(=O)c2c(Cl)cccc2Cl)CC1 (configuration not stated) | -5 | -5 | 0 | -0.4 | -9 | 90 | -0.2 | 0 | -2 | -6
CCn1cnnc1SCC(=O)Nc1ccccc1C(=O)NC1CC1 | -22 | -5 | 1 | 3.0 | -2 | 106 | -0.1 | -4 | 1 | -3
O=C1Nc2ccccc2Oc2cc([N+](=O)[O-])cc(Oc3ccccc3)c21 | 4 | -4 | -3 | -1.3 | 3 | 161 | 0.6 | -18 | 2 | -3
CC1=CC(C)(C)NC(=S)N1c1ccc(Cl)cc1 | -3 | -6 | 2 | -1.9 | 0 | 95 | 0.0 | 0 | -1 | 2
N#C/C(=C(/O)CCl)c1nc2ccccc2[nH]1 | 6 | -7 | 1 | -0.5 | -5 | 98 | -0.3 | -7 | 7 | -4
Cc1ccc(CNS(=O)(=O)c2ccc(CN3C(=O)c4cccnc4C3=O)s2)o1 | 6 | -2 | 4 | 0.6 | 1 | 97 | -0.1 | 4 | 0 | 6
COc1ccc(N(CC(=O)N/N=C/c2cccs2)S(=O)(=O)c2ccccc2)cc1 | 1 | -4 | 8 | -0.5 | 4 | 101 | -0.2 | 2 | -5 | 0
COC(=O)c1ccc(Nc2ccc3nonc3c2[N+](=O)[O-])cc1 | 6 | -3 | -6 | -0.7 | 0 | 92 | 1.4 | 3 | -3 | 5
Cn1cc(S(=O)(=O)Cc2ccc(F)cc2)c2ccccc21 | 4 | ? | / | 0.1 | 6 | 93 | 0.0 | 10 | -3 | 1
O=C(CC1Sc2ccccc2NC1=O)NCc1ccc(Cl)cc1 (configuration not stated) | -2 | 5 | -7 | -0.4 | -1 | 90 | 0.2 | 2 | 2 | -2
CCCCNS(=O)(=O)c1ccc2nc(SCC(N)=O)[nH]c2c1 | -2 | 2 | 0 | 0.4 | -3 | 92 | 0.0 | -3 | 2 | 2
CCc1nnc(NC(=O)C(=O)NCCOC(=O)c2ccccc2Cl)s1 | -4 | -8 | -9 | -0.6 | -4 | 96 | -0.2 | 0 | -1 | 0
O=C(CNC(=O)c1ccccc1Cl)c1ccccc1 | -1 | -19 | 11 | -0.3 | 2 | 103 | 0.0 | -8 | -4 | -2
COc1ccc(NC(=O)C2CCCN(S(=O)(=O)c3c(C)n[nH]c3C)C2)c(OC)c1 (configuration not stated) | / | -4 | -1 | -0.6 | 0 | 92 | -0.2 | -6 | 2 | 0
Cn1c(=O)c(=O)n(C)c2cc(S(=O)(=O)NCCc3ccccc3)ccc21 | -3 | -6 | 2 | 2.6 | -1 | 100 | 0.2 | 2 | 1 | -3
CN(c1ccccc1C(=O)Nc1ccc(S(=O)(=O)N2CCCC2)cc1)S(C)(=O)=O | 0 | -8 | 1 | 0.6 | 0 | 93 | -0.2 | 1 | 1 | 1
O=C(Nc1ccc(Oc2ccc(S(=O)(=O)N3CCOCC3)cn2)cc1)c1ccco1 | -3 | / | -1 | -4.9 | 1 | 102 | 0.0 | 2 | -2 | 2
Cc1nnc(SCC(=O)Nc2ccc3c(c2)OCO3)o1 | 10 | / | 8 | 0.5 | 0 | 96 | 0.2 | -11 | 0 | 3
CN(C)S(=O)(=O)c1ccc(Cl)c(C(=O)OCC(=O)NNC(=O)c2cccs2)c1 | 11 | -2 | -2 | 2.0 | -2 | 95 | 0.1 | -2 | 1 | 10
Nn1c(SCC(=O)Nc2ccc3c(c2)OCO3)nnc1C(F)(F)F | 2 | -4 | 2 | -2.3 | 12 | 101 | 0.5 | 4 | 2 | 2
NC(=NC(=O)c1ccccc1)N1CCN(C(c2ccccc2)c2ccccc2)CC1 | -3 | -14 | -3 | -0.6 | 1 | 106 | 0.2 | -4 | -5 | -2
CC(=O)c1sc(NC(=O)CCCOc2ccccc2C)nc1C | -6 | -6 | 9 | 3.1 | 1 | 96 | 0.9 | 3 | 2 | 4
COc1cccc(C(=O)Nc2cc(S(=O)(=O)N3CCCCC3)ccc2OC)c1 | -7 | -5 | -3 | 0.2 | -2 | 96 | -0.2 | 0 | -2 | -7
O=C(Nc1nc2ccccc2[nH]1)c1ccc(Cl)c([N+](=O)[O-])c1 | 1 | -21 | 0 | 0.5 | 4 | 93 | 0.2 | -12 | -1 | 0
Cn1nc(-c2ccccc2)c(-c2nc(-c3cccc(Cl)c3)no2)c1Cl | 14 | -3 | 8 | 3.2 | 4 | 105 | 0.0 | -14 | 2 | 8
O=C(O)C1Sc2[nH]c(=O)sc2C2c3ccc(O)cc3OC(=O)C12 (configuration not stated) | 2 | -3 | 7 | -0.4 | -2 | 104 | 0.1 | 4 | 0 | 6
CCCOc1ccc(F)cc1-c1cc(C(=O)NCc2cc(C(F)(F)F)cc(C(F)(F)F)c2)[nH]n1 | 6 | / | 2 | 2.1 | -1 | 102 | 0.0 | -8 | -4 | -1
COC(=O)[C@H](Cc1ccccc1)NC(=O)NCCC1=CCCCC1 | -2 | -4 | -1 | -0.7 | 1 | 101 | 0.0 | -4 | 0 | -2
Cc1nc(NC(=S)NC(=O)c2cncc(Br)c2)ccc1Br | 3 | -6 | 0 | -1.5 | -2 | 101 | -0.1 | -6 | -2 | -2
CN(C)CCCN(C(=O)c1ccc(Br)s1)c1nc2cc3c(cc2s1)OCCO3 | 1 | -6 | 6 | -0.4 | 22 | 98 | 0.2 | -7 | 4 | -11
CCOc1ncccc1C(=O)OCC(=O)Nc1cc(S(=O)(=O)N2CCOCC2)ccc1C | 8 | -18 | 12 | -1.4 | 0 | 99 | 0.8 | -5 | 5 | 3
CC(C)(C)OC(=O)NCCCC[C@H](NC(=O)c1nc[nH]c1C(=O)N1CCN(c2ccccc2)CC1)C(=O)OC(C)(C)C | 1 | -11 | -3 | -0.9 | -15 | 101 | 0.0 | 43 | -3 | 0
CC(C)Nc1cc(C(F)(F)F)nc(-c2ccccn2)n1 | 13 | -4 | 4 | -4.7 | 3 | 99 | 0.3 | 5 | -1 | -3
Cc1ccc(NC(=O)CN(C)C(=O)c2cccc(S(=O)(=O)NCc3ccco3)c2)cc1 | 5 | -3 | -6 | -1.2 | 2 | 100 | 0.0 | -4 | 1 | -6
O=C(CNc1cc(S(=O)(=O)N2CCOCC2)ccc1N1CCCC1)Nc1ccc(Cl)cc1 | -2 | -17 | 7 | -0.6 | -2 | 100 | 0.0 | -1 | 2 | -11
COc1ccc(/C=N\Nc2ccc([N+](=O)[O-])cc2)c(C(=O)O)c1OC | 0 | -17 | -3 | 2.6 | 19 | 99 | -0.1 | -4 | 2 | 1
NC(=O)c1c(NC(=O)CN2C(=O)NC(Cc3ccccc3)C2=O)sc2c1CCC2 (configuration not stated) | -10 | -4 | 3 | -0.5 | -3 | 95 | 0.0 | 0 | 3 | 4
Brc1ccccc1-c1cnco1 | 0 | 0 | 3 | -0.3 | -1 | 91 | 0.0 | -2 | 1 | 4
c1ccc(CCc2nn3c(-c4ccncc4)nnc3s2)cc1 | -11 | / | 6 | 3.5 | -1 | 103 | 0.1 | 11 | -11 | -3
CCN(CC(=O)Nc1c(F)cccc1F)C(=O)Cc1ccsc1 | -2 | -2 | -6 | 0.1 | -7 | 100 | -0.3 | 1 | 0 | 4
CN(c1ccc(OCC(=O)Nc2ccc(S(N)(=O)=O)cc2)cc1)S(=O)(=O)c1ccc(F)cc1 | 0 | -3 | -11 | 0.9 | -1 | 95 | -0.4 | -23 | 0 | 4
Nc1nc(SCC(=O)N2CCCc3ccccc32)n(-c2ccccc2)n1 | -5 | -5 | 4 | 0.3 | -5 | 100 | 0.4 | 1 | -2 | -1
COc1ccc(C(=O)OCC(=O)NCCc2ccc(F)cc2)cc1S(=O)(=O)N1CCOCC1 | 15 | -2 | 3 | 1.3 | -2 | 100 | -0.3 | 3 | 0 | -3
Nc1ncnc2c1ncn2[C@@H]1O[C@H](C(=O)NS(=O)(=O)c2cccc(F)c2)[C@@H](O)[C@H]1O | 15 | -6 | / | 0.8 | -4 | 97 | -0.1 | -1 | 10 | -1
Cc1nn(C(C)C(=O)NCc2ccco2)c(C)c1[N+](=O)[O-] (configuration not stated) | -2 | 1 | -9 | 1.8 | -2 | 100 | 0.0 | 1 | -1 | -2
Cc1c(NC(=O)COC(=O)Cc2ccc(F)cc2)c(=O)n(-c2ccccc2)n1C | / | -6 | 16 | 0.6 | -6 | 91 | 0.5 | 4 | -1 | 1
O=C(CNC(=O)c1ccc2c(c1)OCCO2)N/N=C/c1ccc(Cl)cc1 | 6 | 3 | 14 | 0.0 | -3 | 103 | -0.3 | -9 | 0 | -5
Cc1ccc(N=C/C(C(=O)C(F)(F)F)=C(\O)c2ccco2)cc1Cl | -2 | -5 | 4 | -2.0 | -1 | 91 | 0.1 | -12 | -14 | -4
O=C(NC(Nc1nc2ccc([N+](=O)[O-])cc2s1)(C(F)(F)F)C(F)(F)F)c1ccccc1 | -1 | -8 | -9 | -5.2 | 2 | 88 | 1.1 | -18 | -13 | 3
CCCC1=C(C(=O)OCC)C(c2cc(Cl)cc(OC)c2OCC(=O)OCC)NC(=O)N1 (configuration not stated) | -5 | / | 0 | -0.8 | -12 | 89 | -0.1 | 0 | 0 | -3
CCOC(=O)C(=O)N1CCN(CC)CC1 | -7 | -5 | -3 | -2.0 | 29 | 106 | -0.1 | 5 | 3 | 0
CC1CC1c1ccc(/C=C(\C#N)C(=O)Nc2ccccc2Cl)o1 (configuration not stated) | 3 | -34 | 11 | 0.9 | -2 | 97 | -0.3 | -8 | 1 | 3
CC1CN(c2nc3ccccc3nc2SCC(=O)Nc2cccc(C(F)(F)F)c2)CC(C)O1 (configuration not stated) | -20 | -2 | / | -2.6 | 0 | 92 | 0.9 | -12 | -8 | 2
COc1cccc2cc(C(=O)C3=C(O)C(=O)N(CCN4CCOCC4)C3c3ccc(C(C)(C)C)cc3)oc12 (configuration not stated) | -4 | -7 | -2 | 1.2 | -3 | 108 | -0.2 | -2 | 2 | 0
S=c1[nH]nc(C2COc3ccccc3O2)o1 (configuration not stated) | 4 | / | 0 | 5.6 | 2 | 103 | -0.1 | 12 | 0 | 3
